Compound activity deposited in PubChem BioAssay by University of Kansas High Throughput Screening Laboratory.
mHTT CaM bind: inhibitors of human mutant huntingtin-calmodulin interaction; AlphaScreen His-mHTT/GST-CaM binding, luminescence; hit rate 3.6% among 190,000; P42858; inhibition, % at 15 µM;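 also: 0% = both proteins with DMSO and 100% = one protein alone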
Pf apPOL block: Pf-apPOL DNA polymerase inhibition; inhibition, % at 10 µM; hit rate 0.25% among 210,000; Recombinant Pf-apPOL, molecular beacon fluorescence, 1.5 h
An asterisk follows results filed as active; i = inactive; nt = not tested or not shown; & = joins results of further samples. Rule as the data show it: active = inhibition above about 50%; inactive = the rest.

SMILES	mHTT CaM bind	Pf apPOL block
O=C(Nc1cccc(F)c1)N1CC2CCCN2c2ccccc21 (stereo not given)	46	-3
CSc1cccc(NC(=O)CN2CCc3ccccc3C2C(=O)N2CCCCC2)c1 (stereo not given)	22	33
CCCCCCCCC1CC1C(=O)O (stereo not given)	2	nt
Cc1c(C#N)c2ccccc2n1CC(=O)NCC1CCCO1 (stereo not given)	-1	-1
COc1ccc(NC(NC(=O)c2cccnc2)C(Cl)(Cl)Cl)cc1 (stereo not given)	13	0
COc1cccc(CCC(=O)N2CCCC(c3noc(-c4ccccc4OC)n3)C2)c1 (stereo not given)	18	-1
O=C(NC1CCCCC1)N1CCCCCC1c1cccs1 (stereo not given)	-7	9
Cc1cc2nc(-c3ccc4c(c3)CCC4)cc(C(F)(F)F)n2n1	nt	7&-5
COc1ccc(-c2cnc3ncnn3c2NCc2cccc(C)c2)cc1	5	-3
CCS(=O)(=O)c1ccc(-c2nnc(NC(=O)Nc3cccs3)o2)cc1	7	11
CSc1c(CC(=O)NC(C)(C)CO)n(Cc2ccccc2)c2ccccc12	36	-2
CCCSc1nnc2c(n1)OC(c1ccccc1OC)N(C(C)=O)c1ccccc1-2 (stereo not given)	30	-13
O=C(c1ccc(OCC2CCN(C(=O)c3ccccc3F)CC2)cc1)N1CCCCC1	5	1
Cn1c(SCc2ccc([N+](=O)[O-])cc2)nnc1-c1cccc(N)c1	6	-7
CC1=NN(C(=O)c2ccccc2[N+](=O)[O-])C(C)(O)C1 (stereo not given)	-5	-5
O=C(NCCc1ccc(Cl)cc1)/C(=C/c1cccnc1)NC(=O)c1ccccc1	14	-2
CC(=O)c1cc(F)c(N2CCN(C(=O)c3c(F)cccc3F)CC2)cc1C	2&0	6&-20
CCOC(=O)c1ccc(Oc2c(C)oc3cc(OCC)ccc3c2=O)cc1	-8	-4
O=C(Nc1ccc(F)c(Cl)c1)c1cnc2n(c1=O)CCS2	-4	-1
O=C(NCCCCc1ccccc1)C1CCCN1S(=O)(=O)c1ccccc1 (stereo not given)	-4	-6
NC(=O)CCSCCC(N)=O	nt	-4
Cc1ccccc1CNC(=O)C1(C)CCCN(C(=O)Nc2ccc3c(c2)OCCO3)C1 (stereo not given)	-2	-1
O=C1S/C(=C\c2ccc(O)cc2)C(=O)N1CNc1ccc(I)cc1	25	-5
O=C1OC(c2ccccc2)=N/C1=C/c1ccc(-c2ccc(Cl)c(C(=O)O)c2)o1	20	-2
O=C(/C=C/c1ccco1)Nc1c2c(nn1-c1ccc(F)cc1)CSC2	98*	1
Cc1ccc(OCc2nnc(SCC(=O)NC3CCCCC3)o2)cc1	0	-10
Cc1ccc(-c2ccc(=O)n(CCCNS(=O)(=O)c3ccc(F)cc3F)n2)cc1	15	-9
N/C(=N\OC(=O)c1ccc2c(c1)OCO2)c1ccc(Br)cc1	i	-4
COc1ccc(-c2noc(C3CCN(CC(=O)Nc4ccc(C)cc4)CC3)n2)cc1	0	0
Cc1c(Cl)c(C(F)(F)F)nn1CC(=O)Nc1ccc(C#N)cc1	2	-8
C#CC1(OCC(O)CN2CCc3cc(OC)c(OC)cc3C2)CCCCC1 (stereo not given)	-1&-6	0&-7
Cc1c(Cl)cccc1NC(=O)c1ccc2c(c1)C(=O)N(CC1CCCO1)C2=O (stereo not given)	1	-16
Cc1cc(C2CCCN2C(=O)Cn2cc(Cl)cn2)no1 (stereo not given)	-8	-5
O=C(Nc1ccc(Oc2ccccc2)cc1)c1ccco1	-3	-1
CC1CCCC(NC(=O)CN2C(=O)/C(=C/c3ccccc3)Sc3ccccc32)C1C (stereo not given)	8	-12
C[C@H](c1ccccc1)N1C[C@H](COCc2ccccc2)Oc2cc(N3CCC[C@@H]3CO)ccc2S1(=O)=O	30	-10
Cc1cc(C(=O)N2CCCC2)no1	2	-3
CCOc1ccc(-n2nc(C(=O)Nc3cc([N+](=O)[O-])ccc3OC)c3ccccc3c2=O)cc1	3	1
CSC(=NC(C)C)NC#N	nt	2
O=C(Cn1nc(-c2ccco2)ccc1=O)NCc1ccco1	3	28
Cc1ccc(S(=O)(=O)c2ccc(Cl)cc2)cc1S(=O)(=O)NCc1ccco1	-2	-32
O=C(NCCc1ccccc1)c1cnc2n(c1=O)CCS2	-1	1
CCOc1ccccc1NC1OC(=O)c2ccccc21 (stereo not given)	7	-3
O=c1c2ccccc2cnn1CCCCOc1ccc(Cl)cc1	-1	-10
COc1cccc(C2=N/C(=C\c3ccc(C(C)C)cc3)C(=O)O2)c1	6	2
CC1CC(=NN=Cc2cc(Cl)cc(Cl)c2O)c2ccccc21 (stereo not given)	nt	-14
Cc1ccccc1CNC(=O)CCSc1ccccc1	-9	-8
O=C1OC(c2ccccc2)=N/C1=C/c1ccc(F)cc1	8	-3
CC(=O)Nc1ccc(NC(=O)N2CCCCC2)cc1	0	-3
CC1CCCCN1S(=O)(=O)c1ccc2[nH]c(=O)cc(C(=O)NCc3ccccc3Cl)c2c1 (stereo not given)	63*	36

By substructure: the entries above with a cyano group (three)
SMILES	mHTT CaM bind	Pf apPOL block
Cc1c(C#N)c2ccccc2n1CC(=O)NCC1CCCO1 (stereo not given)	-1	-1
Cc1c(Cl)c(C(F)(F)F)nn1CC(=O)Nc1ccc(C#N)cc1	2	-8
CSC(=NC(C)C)NC#N	nt	2

Additional records:
SMILES	mHTT CaM bind	Pf apPOL block
CN(C)c1ncncc1N1CCC(C(=O)N2CCC(Cc3ccccc3)CC2)CC1	50*	-4
O=C(NCC1CCN(C(=O)Oc2ccccc2)CC1)c1ccsc1	1	-12
COC(CN(C)C(C(=O)NC1CCCCC1)c1ccccc1)OC (stereo not given)	1	-5
Cc1noc(C)c1NC(=O)Nc1ccc(N(C)C)cc1	nt	4
CSc1ncnc2c1ncn2CN1CCOCC1	-8	-1
COc1ccc(CNC2C3CC4CC(C3)CC2C4)c(OC)c1 (stereo not given)	-5	-2
CCCOc1cccc(C(=O)Nc2ccc(Cl)cn2)c1	-9	-4
Cn1cc(CCNS(=O)(=O)c2cccc(Cl)c2)c2cccnc21	0	2
CCOCCCNC(=O)C1CC(=O)N(CCc2c[nH]c3ccc(F)cc23)C1 (stereo not given)	1	1
COc1ccc(NC(=O)C2CCCN(C(=O)c3cc(C)cc(C)c3)C2)c(OC)c1 (stereo not given)	-2	1
CN1C(=O)Cc2cc(C(=O)NC3CCCC3)ccc21	23	1
Cn1c(C2CCN(C(=O)Cc3cccc(C(F)(F)F)c3)C2)nc2cccnc21 (stereo not given)	4	-2
CC(C)c1cc(C2CCCN2Cc2ccc(O)cc2)on1 (stereo not given)	0	0
Cc1[nH]nc(-c2ccc(Cl)cc2)c1NC(=O)CC(C)(C)C	13	0
COc1ccccc1/C=C/C1=NC(=C\C(Cl)=C\c2ccccc2)/C(=O)O1	32	2
O=[N+]([O-])c1ccc(S(=O)(=O)N2CC3C=CC2C3)cc1 (stereo not given)	5	4
CC(=O)N1c2ccccc2C(=O)OC1c1cccnc1 (stereo not given)	0	-3
Clc1cc(Cl)c(OCc2cn3cccnc3n2)c(Cl)c1	-4	-6
Cc1ccccc1-n1ncc2c([N+](=O)[O-])cc([N+](=O)[O-])cc21	47	0
Cc1oc2cc(O)cc(O)c2c(=O)c1-c1ccc2c(c1)OCCCO2	36	1
COc1ccc(N2CCN(c3cc(C(=O)N(C)C(C)C)c4ccccc4n3)CC2)cc1	-6	-1
Fc1ccc(Br)cc1C1CC(c2ccc(Br)cc2)Nc2nnnn21 (stereo not given)	30	-5
COc1ccccc1Oc1c(C)oc2cc(OCC(N)=O)ccc2c1=O	-3&-4	1&-8
O=C(Nc1ccc(Cl)cc1)C1CCCN(c2ncc(-c3ccccc3)cn2)C1 (stereo not given)	-8	2
O=C(Cc1cc(=O)[nH]c(SCc2ccccc2)n1)Nc1ccc2c(c1)OCO2	32	36
O=C(C1CCN(CC2CCCCC2)CC1)N1CCN(c2ccccc2)CC1	-2	0
O=C(c1ccccc1)c1cncc(Br)c1	-8	-6
CC(C)C(=O)NC1CC(O)C(CO)C1 (stereo not given)	-7	0
CCOc1ccc(Nc2nc(-c3sc(C)nc3C)cs2)cc1	4	-8
C=CCN(CC=C)C(=O)Nc1ccc2nc(-c3ccccn3)c(-c3ccccn3)nc2c1	3	-12
Cc1cc2c(=O)n(CC(=O)NCC(=O)N3CCC4(CC3)OCCO4)cnc2s1	-9	-4
Cc1ccc(NC(=O)N2CCN(c3ccccc3C)C(=O)C2C)cc1 (stereo not given)	0	-2
O=C(O)C1CCCc2ccccc21 (stereo not given)	-1	0
CCOc1ccccc1NC(=O)N1CCn2c(C)ccc2C1CC (stereo not given)	-3	-3
CC1=C(C(=O)NCCCN2CCN(c3ccccc3F)CC2)C2(CCCCC2)OC1=O	2	-5
O=C(NCc1ccncc1)C(=O)Nc1cccc(Br)c1	1	-7
C=CCC1(/C=C/C)CCCCN1 (stereo not given)	-11	nt
CCC(C)(C)C(=O)Nc1ccc(-n2c(C)nc3ccccc3c2=O)cc1	10	3
CCn1cc(-c2nc(C(=O)Nc3ccccc3C)cs2)c2cccnc21	-6	-5
O=CNC(Cc1ccccc1)Cc1ccccc1	-9	-5

Gathered by group: the compounds so far containing two or more sulfur atoms
SMILES	mHTT CaM bind	Pf apPOL block
CCS(=O)(=O)c1ccc(-c2nnc(NC(=O)Nc3cccs3)o2)cc1	7	11
Cc1ccc(S(=O)(=O)c2ccc(Cl)cc2)cc1S(=O)(=O)NCc1ccco1	-2	-32
CCOc1ccc(Nc2nc(-c3sc(C)nc3C)cs2)cc1	4	-8

Next section.
SMILES	mHTT CaM bind	Pf apPOL block
CC(C)(C)NC(=O)CSc1nnnn1C(C)(C)C	-5	nt
CCCNC(=O)c1c2c(nc3ccc(C)cc13)CCC2	8	3
NC(=O)C1CCN(C2=NC(=O)/C(=C/c3cn[nH]c3-c3ccccc3)S2)CC1	5	-1
CN(C)c1ccc(C(CNC(=O)C(=O)NCC2CCCO2)N2CCc3ccccc32)cc1 (stereo not given)	65*	0
CSc1nnc(-c2nn(C)c3c2CN(C(=O)C(C)C)CC3)n1C	3	1
CCOC(=O)c1c(-c2ccccc2)oc2cc(Br)c(OCC)cc12	-6	2
CCCc1ccc(S(=O)(=O)N2CCc3nc[nH]c3C2)cc1	8	-2
COc1ccc(C2CC(c3ccc(OC)cc3)n3ncnc3N2)cc1 (stereo not given)	17	0
COc1ccc(-c2ccc3nc(C(=O)NC4CCCC4)cn3c2)cc1	11	-2
O=C(c1ccccc1)c1ccccc1C(=O)c1ccccc1	nt	-4
CC1SC(=NN=CC23CC4CC(CC(C4)C2)C3)NC1=O (stereo not given)	nt	-11
COc1nccc(N2CCC(CC(=O)N3CCN(C4CCCCC4)CC3)CC2)n1	4	-5
CCOC(=O)N1CCC(N(CCOC)C(=O)Nc2ccc(OC)cc2OC)CC1	6	3
Cc1ccc(Cl)cc1NC(=O)c1ccccc1C(=O)Nc1cc(Cl)ccc1C	2	2
COc1cc(Cl)c(S(=O)(=O)n2cnc3cc(C)c(C)cc32)cc1Cl	35	-45
COCC(=O)NCc1c(C)cc(C)nc1-c1ccc(OC)cc1	-2	-8
O=C(Cn1ccnc1)N1CCC(OCc2nc(C3CC3)no2)CC1	-7	-2
COc1ccc(NC(=O)c2nn(-c3ccc(OC)cc3OC)c(=O)c3ccccc23)c(OC)c1	-4	8
COc1ccc(-c2cccc(NC(C)=O)c2)nn1	-5	1
O=C(Nc1c2c(nn1-c1ccc(Cl)cc1)CSC2)c1ccc(N2C(=O)CCC2=O)cc1	20	4
COc1ccc(-n2nc3c(c2NC(=O)c2ccc(C)c(C)c2)CS(=O)(=O)C3)cc1	18	-6
CC(C)CN1CCC(=O)N([C@H](CSc2ccc(Br)cc2)Cc2ccccc2)CC1	-5	-5
CN1c2ccc(F)cc2C(=O)NC12CCN(C(=O)c1ccc(Cl)cc1)CC2	-7	0
Cc1nn(C)c(C)c1CCC(=O)NCCOc1ccc(F)cc1	-9	-5
CCc1ccc(NC(=O)c2cc3c(=O)n(C)ccc3n2C)cc1	-4	1
CCOC(=O)c1c(-c2ccccc2)oc2cc(Br)c(O)cc12	-6	-3
CCOC(=O)c1oc2ccccc2c1NC(=O)C12CC3CC(CC(C3)C1)C2	-5	0
O=C(CCn1nc(-c2ccc(Cl)cc2)ccc1=O)NCc1ccc(F)cc1Cl	19	-16
CCc1ccc(NC(=O)Cn2cccc2-c2nnc(CC)o2)cc1	-1	0
CCOc1ccc(C(=O)NCc2cccs2)cc1	-9	-1
Cc1cccc(/C=C2\N=C(c3cccc([N+](=O)[O-])c3)OC2=O)c1	13	13
CCN(CC)c1ccc(-c2nocc2C#N)cc1	-9	-11
Cc1cccc(CNC(=O)C2CCN(C(=O)c3cc4ccsc4[nH]3)CC2)c1	0	-1
N#Cc1cccc(NC(=O)O[C@H]2CCC23CCC(c2ccccc2)CC3)c1 (stereo not given in full)	-28	-3
Cc1cccc(C)c1-n1c(C2CC3CCC2O3)n[nH]c1=S (stereo not given)	nt	-11
COc1cc(C(=O)Nc2cccc3nsnc23)cc(OC)c1OC	-8	-1

Full records, looked up by structure. Values in the order: mHTT CaM bind | Pf apPOL block
Profile of `COc1cc(C(=O)Nc2cccc3nsnc23)cc(OC)c1OC` = -8 | -1
Profile of `Cc1cccc(C)c1-n1c(C2CC3CCC2O3)n[nH]c1=S` (stereo not given) = nt | -11
Profile of `Cc1cccc(CNC(=O)C2CCN(C(=O)c3cc4ccsc4[nH]3)CC2)c1` = 0 | -1
Profile of `Cc1cccc(/C=C2\N=C(c3cccc([N+](=O)[O-])c3)OC2=O)c1` = 13 | 13
Profile of `N#Cc1cccc(NC(=O)O[C@H]2CCC23CCC(c2ccccc2)CC3)c1` (stereo not given in full) = -28 | -3

Among those listed so far, these have a CF3 group:
SMILES	mHTT CaM bind	Pf apPOL block
Cc1cc2nc(-c3ccc4c(c3)CCC4)cc(C(F)(F)F)n2n1	nt	7&-5
Cc1c(Cl)c(C(F)(F)F)nn1CC(=O)Nc1ccc(C#N)cc1	2	-8
Cn1c(C2CCN(C(=O)Cc3cccc(C(F)(F)F)c3)C2)nc2cccnc21 (stereo not given)	4	-2
